Source: PubChem (Sanford-Burnham Center for Chemical Genomics)
CXCR6 block = CXCR6 receptor inhibitors, primary screen, cell-based, beta-arrestin, luminescence, CHO-K1 PathHunter, 1536-well; C-X-C chemokine receptor type 6 (Homo sapiens), O00574; inhibition, % at 20 µM; actives 0.36% (n = 360,000); in the data active = inhibition above about 34%, passing the limit was not always enough;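 note: antagonist mode with CXCL16 agonist at 10 nM final; 0% = 10 nM CXCL16 with DMSO and 100% = unstimulated wells without agonist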
Target sequence (O00574 whole entry, looked up): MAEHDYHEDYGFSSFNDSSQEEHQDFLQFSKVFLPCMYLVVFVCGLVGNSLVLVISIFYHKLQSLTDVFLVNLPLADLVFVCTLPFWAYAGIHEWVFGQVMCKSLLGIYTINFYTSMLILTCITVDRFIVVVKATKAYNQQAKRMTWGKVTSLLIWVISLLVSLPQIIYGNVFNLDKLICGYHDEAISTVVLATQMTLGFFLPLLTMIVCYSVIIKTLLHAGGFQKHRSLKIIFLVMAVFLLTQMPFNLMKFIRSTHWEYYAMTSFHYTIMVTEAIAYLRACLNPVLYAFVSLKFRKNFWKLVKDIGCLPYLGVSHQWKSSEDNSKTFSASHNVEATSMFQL
tim10-1 inh = growth inhibitors of tim10-1 mutant yeast, primary screen, luminescence, uHTS; actives 2.2% (n = 330,000); inhibition, % at 20 µM; AID 463190, 2010; S. cerevisiae tim10-1 ts strain growth, BacTiter-Glo, 24 h;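 active = inhibition of at least 40%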;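 note: mutant grown at 25 °C; 0% = DMSO wells with yeast and 100% = wells holding no yeast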
XBP1 UPR activ = activators of adaptive XBP1 UPR arm, primary screen, cell-based, CHO-XBP1 luciferase reporter, luminescence, uHTS | AID 463104, 2010 | IRE1-XBP1 UPR activation; percent of tunicamycin response, DMSO as zero | actives 0.33% (n = 330,000) | activation, % at 20 µM;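 active = versus positive control, 20 µM dose yields 30% or more activation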;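 note: 100% = tunicamycin at 10 µg/mL and 0% = DMSO only wells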
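Material: IRE1-XBP1 luciferase reporter CHO line / Quantity: one thousand reporter cells per well / Buffer or medium: F12 with 10% serum / Compound: 20 µM single concentration, DMSO 1% / Times: 6 h treatment, 37 °C / Detection: Steady-Glo luciferase glow luminescence, 10 min after reagent addition / Benchmarks: tunicamycin high, DMSO low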
CHOP UPR activ = activators of apoptotic CHOP UPR arm, primary screen, cell-based, CHO-CHOP luciferase reporter, luminescence, uHTS; UPR activation; percent of tunicamycin response over DMSO baseline; activation, % at 10 µM; actives 0.34% (n = 330,000); AID 449763, 2010;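 active = at 10 µM dose, activation of 40% or more, normalized to positive control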;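 note: 100% = tunicamycin at 10 µg/mL and 0% = DMSO alone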
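System: CHO CHOP reporter cells. Amount: 500 cells per well. Buffer or medium: F12 medium, 10% FBS. Compound dosing: one dose, 10 µM in 0.5% DMSO. Incubation: 6 h compound exposure at 37 °C after overnight seeding. Technique: Steady-Glo luciferase luminescence. Benchmarks: tunicamycin and DMSO controls.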
APJ agonist = agonists of human apelin receptor APJ, primary screen, CHO-K1 cells, PathHunter beta-arrestin, luminescence; P35414; 0% DMSO wells, 100% apelin; activation, % at 20 µM; actives 0.11% (n = 330,000); AID 2520, 2010;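 active = activation more than six SD over the plate average, tested at 20 µM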;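 note: 0% = DMSO alone and 100% = apelin-13 at 10 nM; some results filed as inactive read as strong as hits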
Target sequence (P35414 whole entry, looked up): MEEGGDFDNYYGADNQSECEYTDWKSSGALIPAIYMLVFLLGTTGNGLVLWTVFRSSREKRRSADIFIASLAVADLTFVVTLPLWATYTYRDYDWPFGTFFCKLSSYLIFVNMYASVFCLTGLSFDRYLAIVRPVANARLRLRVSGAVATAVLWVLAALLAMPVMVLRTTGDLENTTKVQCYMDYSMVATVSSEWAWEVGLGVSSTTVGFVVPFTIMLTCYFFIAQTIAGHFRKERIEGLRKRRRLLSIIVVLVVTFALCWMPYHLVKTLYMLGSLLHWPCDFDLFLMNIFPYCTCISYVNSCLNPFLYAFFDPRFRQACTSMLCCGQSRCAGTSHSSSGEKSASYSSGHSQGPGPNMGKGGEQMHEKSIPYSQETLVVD
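Test system: CHO-K1 APJ beta-arrestin complementation cell line | Compound: Single test compound dose, 20 µM final, 1% DMSO | Incubation: Compound 90 min 25 °C, reagent 1 h | Measured by: beta-gal luminescence | Read-out basis: APJ–arrestin association signal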
TIM10 inh = growth inhibitors of isogenic TIM10 control yeast, primary screen, counter-screen for tim10-1 yeast inhibitor project, luminescence, uHTS; inhibition, % at 10 µM; S. cerevisiae TIM10 strain growth, BacTiter-Glo luminescence, 24 h; actives 1.4% (n = 330,000);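 active = inhibition of 40% or more at the single tested concentration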;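 note: wild-type TIM10 isogenic control strain grown at permissive 25 °C; 0% = DMSO yeast wells and 100% = minimal medium wells without yeast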
APJ antagonist = antagonists of human apelin receptor APJ, primary screen, CHO-K1 cells, beta-arrestin complementation, luminescence. P35414. inhibition, % at 20 µM. actives 0.32% (n = 330,000). AID 2521, 2010;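 active = inhibition above about 40% at 20 µM, limit read from the data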;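 note: cells challenged with 10 nM apelin-13 agonist together with compound; plate controls were apelin-13 plus DMSO wells for no effect and DMSO wells lacking apelin-13 for full effect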
tim23-1 inh = growth inhibitors of tim23-1 mutant yeast, primary screen, luminescence, uHTS. S. cerevisiae tim23-1 growth, BacTiter-Glo luminescence, 24 h. inhibition, % at 20 µM. actives 1.3% (n = 330,000);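 active = growth inhibition of the mutant yeast at or above 50%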;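 note: temperature-sensitive mutant grown at 25 °C; plate controls were DMSO-treated mutant yeast for no effect and medium wells lacking yeast for full effect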
Mdm2 MdmX PPI = inhibitors of human Mdm2-MdmX association, primary screen, cell-based, luminescence, split luciferase, SaOS-2, uHTS; Protein Mdm4 (Homo sapiens) + E3 ubiquitin-protein ligase Mdm2 (Homo sapiens), …; SaOS-2 split-luciferase Mdm2/MdmX complementation; inhibition, % at 8 µM; actives 3% (n = 330,000); AID 485346, 2010;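 active = inhibition of at least 50% at 8 µM in the primary screen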
The depositor's hits bear a star; x = not tested or not shown. This is a subset (hit frequency here may not be typical).

SMILES | CXCR6 block | tim10-1 inh | XBP1 UPR activ | CHOP UPR activ | APJ agonist | TIM10 inh | APJ antagonist | tim23-1 inh | Mdm2 MdmX PPI
Cc1ccc(C2CC(=O)C=C(NCc3ccccc3)C2)cc1 (stereo unspecified) | 2 | -21 | -1 | 2.5 | -5 | -2 | -22 | 12 | 35
Cc1onc(-c2ccccc2)c1C(=O)Nc1ccc(S(=O)(=O)NC2=NCCCCC2)cc1 | -6 | 7 | 1 | 0.4 | 2 | 8 | 11 | -4 | -11
COc1ccc(-c2[nH]ncc2-c2cscn2)c(O)c1 | 3 | 11 | -3 | 2.2 | -2 | 4 | -22 | 18 | 24
COc1cc(NC(=O)CN2C(=O)NC(C)(CC(C)C)C2=O)cc(OC)c1 (stereo unspecified) | 0 | 1 | -1 | -0.6 | 0 | 9 | 11 | 5 | 14
N#Cc1ccc(COC(=O)Cn2nnc(-c3ccccc3)n2)cc1 | 5 | 22 | -4 | -3.1 | 0 | -6 | -2 | 3 | 4
O=C(c1ccco1)N1CCN(C2CC(=O)N(c3ccc4c(c3)OCO4)C2=O)CC1 (stereo unspecified) | -1 | 4 | -1 | -1.8 | -1 | 7 | 10 | 4 | 0
COCCC(=O)N1CCC(Oc2ccc(C(=O)NCCc3cn[nH]c3)cc2)CC1 | 3 | -3 | -2 | 1.9 | -4 | 5 | 10 | -4 | 31
Cc1ccccc1-c1nnc(-c2ccc(Cl)cc2)o1 | 0 | 5 | 1 | 6.0 | -2 | -2 | -5 | 2 | -106
CC1=CC(=O)C2=C(C)CC[C@@H]3[C@H](OC(=O)[C@H]3C)[C@@H]12 | 5 | -14 | -1 | -0.5 | -2 | -2 | 25 | 1 | 6
Cc1nn(C)c(C(=O)N/N=C/c2ccccc2)c1[N+](=O)[O-] | 4 | 20 | 1 | -0.8 | -5 | -20 | 9 | 2 | 4
O=c1ncn(-c2cccc([N+](=O)[O-])c2)c2ccccc12 | -1 | -19 | -4 | 0.5 | 3 | -11 | -24 | -17 | 24
CCC(C)c1ccc(-c2cc(C(=O)OCC(=O)Nc3cc(C)on3)c3ccccc3n2)cc1 (stereo unspecified) | -4 | 0 | -8 | 0.5 | -3 | 4 | 7 | 5 | 22
CCN1CCN(CCOc2ccccc2OCc2ccccc2)CC1 | 6 | 1 | -4 | 2.3 | -5 | -7 | -6 | 1 | 22
O=C(c1cccnc1)N1CCN(Cc2cccc(Br)c2)CC1 | 5 | 12 | -3 | -0.6 | -3 | 16 | 3 | 10 | 27
Cc1ccc(C)c(S(=O)(=O)N2CCCCC2CCNC(=O)C(=O)NC2CC2)c1 (stereo unspecified) | 3 | 22 | -1 | 0.2 | 2 | 2 | 10 | 20 | -4
CC(=C\c1ccccc1)/C=C1/SC(=S)N(CCC(=O)Nc2ccccn2)C1=O | x | 19 | -3 | -0.3 | -3 | -25 | 11 | 10 | 21
COc1ccc(/C=N/NC(=O)C2CCN(c3ncc(C(F)(F)F)cc3Cl)CC2)cc1 | -2 | 6 | -1 | -0.9 | -3 | -4 | -4 | -11 | 38
O=C(CCC(NC(=O)OCc1ccccc1)C(=O)OCc1ccccc1)NCC(=O)OCc1ccccc1 (stereo unspecified) | -15 | 19 | 0 | 1.8 | -3 | 14 | 16 | 20 | 12
Cc1ccc(-n2c(Cc3ccccc3)nnc2SCC(=O)NNC(=O)Cc2ccccc2)cc1 | 4 | 4 | -1 | 2.5 | -1 | 3 | 1 | 5 | -26
C=CCNC(=S)N/N=C/c1ccccc1OCCOc1ccccc1 | -5 | 2 | 0 | 2.6 | -1 | 3 | 10 | 7 | 23
Cc1ccc(OCCN2C(=O)c3ccccc3C2=O)cc1 | 2 | 16 | 2 | 2.6 | -4 | 2 | -6 | 21 | 16
O=C1NC(c2ccccc2)(C(F)(F)F)SC2=CCCCCN12 (stereo unspecified) | -4 | 18 | 3 | 1.1 | -1 | 4 | 5 | 11 | -7
Cc1oc(C(=O)Nc2ccc(O)cc2)cc1COc1ccccc1 | -7 | -13 | 1 | 1.4 | 2 | 17 | -6 | -11 | -8
CC(C)(C)OC(=O)CC1(C#N)c2ccccc2C(Br)=CN1C(=O)c1ccccc1 (stereo unspecified) | 1 | 18 | -5 | -1.2 | -3 | 21 | 13 | 22 | 25
O=C(Nc1ncc(Cc2ccccc2Cl)s1)c1ccc(-c2cccc([N+](=O)[O-])c2)o1 | 7 | 21 | 0 | -1.2 | -2 | 8 | -1 | 13 | 26
CCN(CC(=O)Nc1c(F)cccc1F)C(=O)C(C)SCc1nc2sc(C)c(C)c2c(=O)[nH]1 (stereo unspecified) | 4 | -47 | 0 | -0.3 | 1 | -36 | 19 | -90 | -9
CCOc1ccc(NC(=O)CNC(=O)c2ccc(OC)cc2)cc1 | 5 | -39 | -2 | -0.2 | 0 | -14 | 3 | -4 | 26
CS(=O)(=O)N1CCCC(c2nc(-c3ccc(S(=O)(=O)NCc4ccccc4)cc3)no2)C1 (stereo unspecified) | -1 | 4 | 1 | 1.1 | -2 | 1 | 10 | 5 | 15
O=C(CCn1nc(-c2ccccc2)c2ccccc2c1=O)NCC1CCCO1 (stereo unspecified) | 3 | 14 | 1 | -0.1 | 4 | 9 | 13 | 6 | 8
CCOC(=O)C1CCN(CC(=O)N2CCc3ccccc32)CC1 | 0 | -7 | 1 | 0.7 | -1 | 12 | 10 | 3 | 22
CCN(C(=S)NC(=O)C1CC1)c1ccccc1 | -2 | -2 | -2 | 3.8 | -4 | 6 | 8 | -2 | 4
CC(C)(C)NC(=O)CN(C(=O)CS(=O)CC(=O)Nc1ccc(F)cc1)c1ccc(F)c(Cl)c1 (stereo unspecified) | -9 | 6 | -2 | 1.6 | 1 | 0 | 2 | 10 | -7
CCOc1cc(C=C(C#N)C#N)ccc1Oc1ccc([N+](=O)[O-])cn1 | 3 | 21 | 0 | 0.7 | 0 | -11 | -21 | 38 | 29
O=C(COCc1ccccc1)N[C@@H]1c2ccccc2CC[C@@H]1OCc1ccccc1 | 9 | 25 | -2 | 2.5 | x | -2 | x | 48 | 2
COc1ccc(-c2c(NC(=O)c3ccco3)n(C)c3ccccc3c2=O)cc1 | 0 | 16 | -2 | -1.9 | 0 | -12 | 9 | 17 | 15
Cc1ccsc1C(=O)OCC(=O)N1C(C)CCCC1C (stereo unspecified) | 6 | 4 | 2 | 3.2 | -4 | -3 | 3 | 11 | -2
COc1cccc2c1OC1(C)CC2NC(=O)N1c1cccc(C(=O)Nc2ccc3c(c2)OCCO3)c1 (stereo unspecified) | 3 | 4 | -4 | -3.5 | 0 | 25 | 5 | 5 | 16
CC(=O)N1CCN(CC(=O)Nc2ccccc2C(=O)Nc2ccccc2)CC1 | 4 | -12 | 0 | 0.0 | -1 | -7 | -5 | -5 | 13
CC(=O)O[C@H]1[C@H](C)OC=C[C@@H]1OC(C)=O | 0 | 0 | 2 | 1.7 | 5 | -1 | -8 | 6 | -21
COc1cccc(NC(=O)CN2C(=O)NC(c3ccccc3)(c3ccccc3)C2=O)c1 | -3 | -9 | -3 | 0.1 | -3 | 14 | -13 | 12 | -16

Filtered by structure: the entries above containing two or more sulfur atoms
SMILES | CXCR6 block | tim10-1 inh | XBP1 UPR activ | CHOP UPR activ | APJ agonist | TIM10 inh | APJ antagonist | tim23-1 inh | Mdm2 MdmX PPI
CC(=C\c1ccccc1)/C=C1/SC(=S)N(CCC(=O)Nc2ccccn2)C1=O | x | 19 | -3 | -0.3 | -3 | -25 | 11 | 10 | 21
CCN(CC(=O)Nc1c(F)cccc1F)C(=O)C(C)SCc1nc2sc(C)c(C)c2c(=O)[nH]1 (stereo unspecified) | 4 | -47 | 0 | -0.3 | 1 | -36 | 19 | -90 | -9
CS(=O)(=O)N1CCCC(c2nc(-c3ccc(S(=O)(=O)NCc4ccccc4)cc3)no2)C1 (stereo unspecified) | -1 | 4 | 1 | 1.1 | -2 | 1 | 10 | 5 | 15

The list goes on:
SMILES | CXCR6 block | tim10-1 inh | XBP1 UPR activ | CHOP UPR activ | APJ agonist | TIM10 inh | APJ antagonist | tim23-1 inh | Mdm2 MdmX PPI
Cc1cccc(N2CCN(S(=O)(=O)c3ccc4c(c3)OCCO4)CC2)c1C | 4 | 46* | -2 | -0.6 | 1 | 12 | -18 | 37 | -18
NC(=O)c1c[nH]c2ccccc12 | -8 | -2 | -2 | -2.0 | -1 | -8 | -60 | -3 | -11
Cc1cc(NC(=O)CCCC(=O)N(CC(=O)NCCc2ccccc2)Cc2ccc(F)cc2)no1 | -4 | 11 | -1 | -1.5 | -3 | 9 | -9 | 6 | -11
Cc1cc2oc(C(=O)N(Cc3ccccc3)C3CCS(=O)(=O)C3)cc(=O)c2cc1Cl (stereo unspecified) | 2 | 17 | -2 | -0.9 | -6 | 13 | 32 | 24 | -29
O=C(Nc1ccc(F)cc1)C1CCN(c2nnnn2-c2ccccc2)CC1 | -5 | 19 | -2 | -2.0 | -2 | 5 | -6 | 27 | 4
Cc1ccc(-c2n[nH]c(=S)n2/N=C/c2ccc(C)s2)cc1 | 13 | 22 | 1 | -1.2 | -1 | 19 | 13 | 30 | 19
CCOC(=O)c1sc2nc(NC(=O)C(C)(C)C)sc2c1C | -14 | 55* | 8 | 12 | 4 | 41* | -40 | 63* | -133
CCn1cc(C(=O)N[C@@H](CCSC)C(=O)NC(C)(C)CO)c(=O)c2cc3c(cc21)OCO3 | -5 | -15 | 2 | -0.9 | -3 | 10 | 9 | 0 | 20
CCOc1ccc(NC(=O)CSc2nc(N3CCOCC3)nc(N3CCOCC3)n2)cc1 | 8 | 10 | 1 | 0.1 | -3 | 14 | -6 | 14 | 1
CC(C)(CO)NC(=O)C(Cc1ccccc1)N1C(=O)c2ccccc2C1=O (stereo unspecified) | 0 | 7 | -2 | -1.2 | -5 | -5 | 19 | 4 | 12
Cc1ccc(S(=O)(=O)N2CCOCC2)cc1C(=O)OCC(=O)NC1CC1 | 14 | -19 | -1 | 0.5 | -1 | 3 | 8 | -9 | 3
CC/C(=N/Nc1cccc(C)c1)c1cnnc(SC)n1 | 12 | 10 | 3 | 0.8 | -2 | 14 | 5 | -8 | 36
COc1ccc(/C=N\NC(=O)c2cc(OCC(F)(F)F)ccc2OCC(F)(F)F)cc1 | 3 | -5 | 2 | 0.2 | -4 | -24 | -11 | -1 | 21
N/C(=N\OC(=O)COc1ccc(Br)cc1Cl)c1cccnc1 | -7 | 15 | 6 | 6.3 | 1 | 11 | -3 | 12 | -147
CCN(c1ccccc1)c1cc(C)nc2ncnn12 | -7 | 8 | -3 | -1.4 | -5 | -2 | 22 | 4 | 8
COc1ccc(CSc2nnnn2C)cc1F | -10 | 24 | -2 | -2.9 | 1 | 2 | -3 | 16 | -25
